Pf apPOL block – Pf-apPOL DNA polymerase inhibition | AID 1794808 | Recombinant Pf-apPOL, molecular beacon fluorescence, 1.5 h | inhibition, % at 10 µM | 0.25% of 210,000 active
mHTT-CaM PPI inh – disrupts binding of mutant huntingtin to calmodulin; P42858; AlphaScreen His-mHTT/GST-CaM binding, luminescence; inhibition, % at 15 µM; 3.6% of 190,000 active;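 note: 0% = both proteins with DMSO and 100% = one protein alone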
* marks the source's active call; other numbers are inactive results; i = inactive; . = not tested or not shown; & = joins results of further samples. Cut-off read from the data, not from the text of the source: active = inhibition above about 50%; inactive = the rest.

SMILES | Pf apPOL block | mHTT-CaM PPI inh
COc1ccc2oc(=Nc3ccc(C#N)cc3)c(C(=O)Nc3ccccc3)cc2c1 | 11.3 | 0.0
COc1ccc(OCCCN2CCCCCC2)cc1 | 11.0 | 9.2
CCc1ccc(NC(=O)c2cc(S(=O)(=O)N3CCc4ccccc4C3)ccc2F)cc1 | -1.9 | -3.0
O=[N+]([O-])c1cccc(CN2CCN(CCOCCO)CC2)c1 | -4.1 | -2.4
C=C(C)COc1ccc2c(c1)OC(=Cc1cccnc1)C2=O | -4.3 | 26.4
COc1cc(CNC(=O)c2ccc3c(c2)NC(=O)C2CCCCN32)cc(OC)c1OC (configuration not stated) | 1.0 | 10.7
Cc1ccc(-c2nc3n(n2)C(=O)CC(c2ccc4c(c2)OCO4)S3)cc1 (configuration not stated) | -4.1 | 1.0
Cc1ccc(N2CC(C(=O)NCC(O)Cc3ccccc3)CC2=O)cc1C (configuration not stated) | -0.3 | -1.1
O=C(Cc1ccc(F)cc1)N1CCCC(COc2cccc(C(=O)N3CCCC3)c2)C1 (configuration not stated) | -6.1 | 16.7
CCc1cc(C2CCCN2C(=O)c2cc(F)c(F)cc2Cl)on1 (configuration not stated) | -4.3 | -7.6

Single records, as listed above.
Cc1ccc(N2CC(C(=O)NCC(O)Cc3ccccc3)CC2=O)cc1C (configuration not stated) is listed as Pf apPOL block = -0.3; mHTT-CaM PPI inh = -1.1
Cc1ccc(-c2nc3n(n2)C(=O)CC(c2ccc4c(c2)OCO4)S3)cc1 (configuration not stated) is listed as Pf apPOL block = -4.1; mHTT-CaM PPI inh = 1.0

(more compounds)
SMILES | Pf apPOL block | mHTT-CaM PPI inh
Cc1ccc(-c2nc(C=Nc3cccc(C(F)(F)F)c3)c(O)o2)cc1 | 0.5 | 1.0
CC(=O)Nc1ccc(OCc2cn(CC(=O)c3ccc(O)cc3)nn2)cc1 | 33.5 | 52.4*
Cc1cc(Cl)ccc1OCc1nc(-c2nonc2N)no1 | -6.4 | 0.0
CCCCCCCCN1CCS(=O)(=O)N(Cc2ccc(C)cc2)C(C(=O)OC)C1 (configuration not stated) | -0.1 | 10.7
Oc1ccc(C23CC4CC(CC(C4)C2)C3)cc1Br | 2.5 | 3.6
O=C(Nc1nc2n(n1)C(c1ccc(F)cc1)CC(c1ccccc1)N2)c1cccnc1 (configuration not stated) | -6.4 | 19.6
O=S(=O)(c1ccc(F)cc1F)N1CCC(c2nnc(-c3ccco3)o2)CC1 | 0.5 | -6.6
CCCCCCCCNS(=O)(=O)CCNCc1ccccc1 | -4.8 | -12.3
CCOC(=O)C1=C(C)NC2=C(C(=O)CC(C)(C)C2)C1c1cc(Br)c(C)s1 (configuration not stated) | . | -2.7
O=C(CSc1nc2ccccc2o1)Nc1ccc2c(c1)OCO2 | 0.3 | 11.7
COc1cccc(Nc2c(C(=O)N3CCCCC3C)cnc3nc(C)ccc23)c1 (configuration not stated) | -4.2 | 0.8
COc1ccc(C=C2SC(=S)N(CCCCCC(=O)NC34CC5CC(CC(C5)C3)C4)C2=O)cc1 | 3.4 | 2.6
Cc1ccc2nc(NC(=O)CSc3nccn3Cc3ccco3)sc2c1 | -1.7 | 18.3
COc1cc(Br)cc2cc(C(=O)NCC3CCCO3)c(=O)oc12 (configuration not stated) | -6.8 | 0.4
O=C(Nc1ccc(F)c(Cl)c1)c1noc2c1CCCCC2 | -2.8 | -10.0
O=C(NC1CCCC1)c1cnn2c3c(cnc12)CCCC3 | 1.8 | 1.6
Cc1ccnc(N2CCC(C(=O)NCC3CCN(Cc4cccc(F)c4)CC3)CC2)n1 | 4.4 | -0.9
CC(Cc1ccco1)NC(=O)CCCc1ccccc1 (configuration not stated) | -15.3 | 38.7
O=S1(=O)c2ccccc2NC(c2ccccc2Br)N1Cc1ccccc1 (configuration not stated) | 8.7 | -3.0
CCCCC(=O)NC(c1ccccc1)c1ccc2cccnc2c1O (configuration not stated) | -1.5 | 100.0*
CC1=C(C(=O)Nc2ccccn2)C(c2ccccc2C)C2=C(CCCC2=O)N1 (configuration not stated) | 1.3 | -4.0
Cc1cc(C)c(NC(=O)c2c(-c3ccccc3)noc2C)c(C)c1 | -2.6 | -1.6
COc1ccc2[nH]c(C(=O)NC3CC3)cc2c1 | 6.1 | 0.0
COc1ccc(C2=NN3C(C2)c2cc(OC)ccc2OC3c2cc(OC)c(OC)c(OC)c2)cc1 (configuration not stated) | -15.5 | 59.0*
O=C(Cn1nc(C2CC2)cc1C(=O)N1CCCC1)Nc1ccc(F)cc1Cl | -8.1 | -20.4
CCOC(=O)c1csc(NC(C)=O)n1 | -6.1 | .
O=C(Nc1cc(Cl)c(Cl)cc1Cl)c1ccc([N+](=O)[O-])cc1 | 1.4 | 10.5
O=C1CC(c2noc(-c3ccccc3)n2)CN1Cc1ccccc1 (configuration not stated) | -6.1 | 4.7
O=C1NC(c2ccc(Br)cc2)Oc2ccccc21 (configuration not stated) | 0.1 | -4.0
CCCCN1C(=O)C(C)(C(=O)Nc2cc(C)ccc2C)Oc2cccnc21 (configuration not stated) | -6.3 | -22.0
O=S1(=O)OC(c2ccc(O)cc2)(c2ccc(O)cc2)c2ccccc21 | . | 29.2
CCCCNC(=O)c1c(O)c2cccc3c2n(c1=O)CC3 | 5.2 | 13.0
CCC[C@H]1[C@@H](NCC2CCCCC2)CC[C@@]23CCCN2C(=O)CCC[C@@H]13 | -6.0 | -7.3
CCC(C)c1ccc(NC(=O)Cn2nnc(-c3ccccc3Cl)n2)cc1 (configuration not stated) | -4.2 | -9.0
O=C(Nc1ccc(OCC(=O)N2CCOCC2)cc1)c1cccnc1 | -4.2 | 4.0
CCc1cccc(NC(=O)N2CCC(c3nc4ccncc4n3C)C2)c1 (configuration not stated) | -2.2 | 1.7
Cc1ccc(-c2cc3n(n2)CCCN(C(=O)c2ccncc2)C3)cc1 | -8.0 | 6.4
O=C(O)c1cccc2c1NC(c1ccc(Cl)cc1Cl)C1CC=CC21 (configuration not stated) | 5.9 | 56.0*
CCOc1ccc(NS(=O)(=O)c2cc3c(s2)CCN(C(=O)C2CCC2)C3)cc1 | -2.6 | 10.1
CC(C)c1cc(C2CCCN2C(=O)c2cc(-c3ccco3)on2)on1 (configuration not stated) | -5.1 | 0.1
COc1ccc(NC(=O)c2ncn[nH]2)c([N+](=O)[O-])c1 | -3.3 | 100.0*
O=C(NCCc1ccc(F)cc1)C1CC(=O)N(c2ccccc2)C1 (configuration not stated) | -0.7 | -0.7
COc1ccc(I)c(OC)c1 | -2.3 | -4.5
Cc1cccc(CNC(=O)c2nn(C)c3c2CN(C(=O)c2cccc(Cl)c2)CC3)c1 | -9.0 | 76.0*
COc1cc(SC#N)ccc1N=Cc1c(C)[nH]n(-c2ccc(Br)cc2)c1=O | -0.3 | 2.0
O=C(Nc1cccc(NC(=O)c2ccccc2Cl)c1)c1ccc(-c2ccc([N+](=O)[O-])cc2)o1 | -5.3 | 18.3
O=C1C2C3C=CC(C3)C2C(=O)N1c1nc2ccccc2s1 (configuration not stated) | 0.2 | 0.6
CCCN(CCC)S(=O)(=O)c1ccc(C)cc1 | 4.3 | -25.6
Cn1c(CNC(=O)c2ccnc(N3CCNC(c4ccccc4)C3)c2)nc2ccccc21 (configuration not stated) | -10.6 | 36.4
COc1cccc(C(Nc2cc(C)ccn2)c2ccc3cccnc3c2O)c1 (configuration not stated) | 0.3 | 99.0*

Shown with each value named: part of the list above
COc1ccc(NC(=O)c2ncn[nH]2)c([N+](=O)[O-])c1
  Pf apPOL block: -3.3	mHTT-CaM PPI inh: 100.0*

O=C(NCCc1ccc(F)cc1)C1CC(=O)N(c2ccccc2)C1 (configuration not stated)
  Pf apPOL block: -0.7	mHTT-CaM PPI inh: -0.7

COc1ccc(I)c(OC)c1
  Pf apPOL block: -2.3	mHTT-CaM PPI inh: -4.5

Cc1cccc(CNC(=O)c2nn(C)c3c2CN(C(=O)c2cccc(Cl)c2)CC3)c1
  Pf apPOL block: -9.0	mHTT-CaM PPI inh: 76.0*

The main list resumes with the 3 entries that preceded the break.
SMILES | Pf apPOL block | mHTT-CaM PPI inh
CCCN(CCC)S(=O)(=O)c1ccc(C)cc1 | 4.3 | -25.6
Cn1c(CNC(=O)c2ccnc(N3CCNC(c4ccccc4)C3)c2)nc2ccccc21 (configuration not stated) | -10.6 | 36.4
COc1cccc(C(Nc2cc(C)ccn2)c2ccc3cccnc3c2O)c1 (configuration not stated) | 0.3 | 99.0*
O=C(Cc1cccs1)Nc1cccc([N+](=O)[O-])c1 | -5.5 | 11.1
C=CCSC1=C(C#N)C(c2cccc(Oc3ccccc3)c2)CC(=O)N1 (configuration not stated) | -13.0 | 8.9
O=C1OC(c2cc(Cl)ccc2Cl)=N/C1=C\c1ccco1 | 85.6* | 3.0
COc1ccccc1NC(=O)C1C2C=CC3(CN(Cc4cccnc4)C(=O)C13)O2 (configuration not stated) | -1.6 | -8.3
CN(C)C(=O)c1ccc(-n2cc(CNC(=O)C3CC3)cn2)cc1 | -1.1 | -3.8
c1ccc(-c2n[nH]c(C3CCCN3Cc3ccccn3)n2)cc1 (configuration not stated) | -30.3 | 100.2*
C=CCC1(NCc2ccccc2)CCN(CC)CC1 | 4.0 | -0.7
O=C(NCCN1CCC(Cc2ccccc2)CC1)C1CCN(c2ccncc2)CC1 | 5.0 | 0.8
Cc1ccc(S(=O)(=O)NC(=O)Nc2scc(C)c2C(=O)c2ccccc2)cc1 | -0.5 | .
CC(=O)c1cccc(NC(=O)c2c(F)cccc2F)c1 | -7.0 | -5.7
CCOc1ccccc1NC(=O)C1CCCCC1 | -4.4 | -6.4
COc1ccc(CC(=O)Nc2ccc3c(c2)OCCO3)cc1 | -0.1 | 0.1
Cc1ccc(OCCOCCN2CCCCC2)c(Br)c1 | -23.4 | -0.9
COc1ccccc1C(=O)Nc1ccc(I)cc1 | -7.4 | -47.7
Cc1cc(Nc2cccc(C(F)(F)F)c2)n2nnnc2n1 | 2.0 | -4.0
CC(=O)Nc1cccc(NC(=O)C(=O)NCc2ccccc2C)c1 | -1.5 | -9.5
N#C/C(=C1\CCCCCN1)c1nnc2n1CCCCC2 | -2.2 | 0.9
O=C(NC(c1ccccc1)c1ccccc1)c1ccoc1 | -2.3 | -6.6
CCOc1cc(C(=O)NCCCn2ccnc2)cc(OCC)c1OCC | -1.1 | -3.0
COc1ccc(CSc2nnc(-c3ccc([N+](=O)[O-])cc3)n2C)cc1OC | 3.5 | -5.2
O=C(CN1C(=O)NC2(CCCCC2)C1=O)N1CCN(c2ccccc2F)CC1 | -3.5 | -5.0
CCOC(=O)C1=NN(c2ccc([N+](=O)[O-])cc2)C(C(=O)OCC)=NN1c1ccc([N+](=O)[O-])cc1 | -3.1 | .
Cc1ccc2[nH]cc(CCN3CC(C(=O)Nc4cc(Cl)ccc4C)CC3=O)c2c1 (configuration not stated) | -3.9 | 49.1
O=C(Nc1ccc(OCc2ccccc2)cc1)c1cnc2n(c1=O)CCS2 | -2.1 | 4.0
Oc1ccc(Br)cc1C=Nc1ccc(Cl)cn1 | . | -3.4
CCN1C(=O)CS/C1=N\N1CCOCC1 | . | i
Cc1cc(C2CCCN2C(=O)C(C)(C)C)on1 (configuration not stated) | -1.0 | -1.6
COc1cccc(C2C3CN(Cc4ccccc4)CC=C3C(C(=O)O)=C(N)C2(C#N)C#N)c1 (configuration not stated) | 93.7* | 47.0
COc1ccc(-n2c(C)c([N+](=O)[O-])c3ccc(O)cc32)cc1 | -3.3 | 13.3
CCOC(=O)CC(=O)CSc1nnc(C(F)(F)F)n1C | 2.4 | .
CCOC(=O)N1CCN(CC(O)COc2ccc(C)c(C)c2)CC1 (configuration not stated) | -1.9 | 1.0
CCc1ccccc1NC(=O)N1CCc2nc(-c3ccc(F)cc3)ncc2C1 | -3.5 | 3.8
N=C1NC(=O)C(CC(=O)Nc2ccc(Cl)c(C(F)(F)F)c2)S1 (configuration not stated) | -4.7 | 0.0
COc1ccc(Br)cc1C(=O)Nc1cccc(Cl)c1C | -3.2 | -7.1
CN(CCCOC(=O)c1cc2ccccc2o1)C1CN(Cc2cn(Cc3ccc([N+](=O)[O-])cc3)nn2)S(=O)(=O)C1 (configuration not stated) | -5.6 | 17.0
CC(=O)N1CCN(c2cccc(C(F)(F)F)c2)C(=O)C1C (configuration not stated) | -1.0 | -3.7
CC(C)(C)c1ccc(OCCCCSC#N)cc1 | -4.0 | -94.1
CC(C)C(=O)NC1CCc2[nH]c3cc(Cl)cc(Cl)c3c2C1 (configuration not stated) | -2.5 | 68.2*
CC1CCN(Cc2csc(N3CCN(C(=O)Cc4cccnc4)CC3)n2)CC1 | -3.2 | 8.1
COc1ccccc1NC(=O)CN1C(=O)C2CCCN2C(=O)c2cc(Cl)ccc21 (configuration not stated) | -4.3 | -0.5
CC(C)NC(=O)CC1CCN(C(=O)C2CCCCC2)CC1 | -5.9 | 1.4
S=C(Nc1ccc(Br)cc1)Nc1cccnc1 | . | -4.7
CCC(C)C(=O)N1CCCN(C2=NS(=O)(=O)C(c3ccc(F)cc3)=C2C)CC1 (configuration not stated) | -2.5 | -5.4
Cc1ccc(-c2nnc(N3CCC(C(=O)N4CCCCCC4)CC3)o2)cc1 | 0.8 | 24.6
CSc1nnnn1-c1ccccc1 | -4.0&-2.3 | -3.8&0.8
COc1ccc(Cl)cc1NC(=O)C(C)Oc1ccccc1 (configuration not stated) | -8.2 | -98.6
Cc1ccc(-c2csc(/C(C#N)=C/Nc3cccc(F)c3)n2)cc1 | -4.8 | 3.9
O=C(O)CCCN1C(=O)C2CCCCN2c2ccc(C(=O)N3CCCC3)cc21 (configuration not stated) | -6.4 | 11.1
CCCCCOC(=O)C1=C(C)NC2=C(C(=O)CC(C)(C)C2)C1c1ccccc1[N+](=O)[O-] (configuration not stated) | 8.8 | 35.0
Cc1ccc(C)c(N=C=S)c1 | . | -4.1

(continued)
SMILES | Pf apPOL block | mHTT-CaM PPI inh
Cc1cc(=O)n(CC(=O)Nc2ccccc2)c(N2CCCC2)n1 | -0.6 | 6.9
CN(C)c1ccc(-c2nc3n(n2)C(c2ccncc2)C2=C(CC(C)(C)CC2=O)N3)cc1 (configuration not stated) | -2.3 | -2.6
Cc1cccc(C2=NC3(CCN(Cc4ccc(Cl)cc4)CC3)NC2=O)c1 | -0.6 | 11.8
O=C(C1CCN(S(=O)(=O)c2ccc(Cl)cc2)CC1)N1CCN(c2ccccc2F)CC1 | 2.5 | 8.5

Compound activity (PubChem BioAssay)
